High-throughput results (PubChem BioAssay)
Coupling enz = qHTS Assay for Inhibitors of Fructose-1,6-bisphosphate Aldolase from Giardia Lamblia: Coupling assay counterscreen. activity change, negative = inhibition, % at 58.2 µM, hits read low. AID 2472, 2010. actives 0.67% (n = 290,000). coupling enzyme system counterscreen, AmpLite Red fluorescence; in the data active means activity change below about -30%; further: on the % scale 0 is the no-effect control and ±100 the full control effect
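Counterscreen lacking aldolase: glyceraldehyde-3-phosphate coupling-enzyme reagent preincubated 10 min at RT with compound (at 57.5 uM final), then substrate/coupling system with AmpLite Red added; fluorescence read at 525/598 nm after 20 min RT.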
FLuc modulator = qHTS profiling assay for firefly luciferase inhibitor/activator using purifed enzyme and Km concentrations of substrates (counterscreen for miR-21 project); Luciferin 4-monooxygenase (Photinus pyralis), P08659; purified FLuc, Km substrates, luminescence inhibition; Potency, µM (titrated, usually from 57.5 µM), without a hit: at the top dose activity change, negative = inhibition, most hits filed as inhibitors; actives 6.9% (n = 360,000);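 further: potency means the concentration at half of the fitted maximal effect; plate controls were vehicle for no effect and reference inhibitor for full effect; nearly all actives have a fitted effect of over 55% in size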
Target sequence (P08659 whole entry, looked up): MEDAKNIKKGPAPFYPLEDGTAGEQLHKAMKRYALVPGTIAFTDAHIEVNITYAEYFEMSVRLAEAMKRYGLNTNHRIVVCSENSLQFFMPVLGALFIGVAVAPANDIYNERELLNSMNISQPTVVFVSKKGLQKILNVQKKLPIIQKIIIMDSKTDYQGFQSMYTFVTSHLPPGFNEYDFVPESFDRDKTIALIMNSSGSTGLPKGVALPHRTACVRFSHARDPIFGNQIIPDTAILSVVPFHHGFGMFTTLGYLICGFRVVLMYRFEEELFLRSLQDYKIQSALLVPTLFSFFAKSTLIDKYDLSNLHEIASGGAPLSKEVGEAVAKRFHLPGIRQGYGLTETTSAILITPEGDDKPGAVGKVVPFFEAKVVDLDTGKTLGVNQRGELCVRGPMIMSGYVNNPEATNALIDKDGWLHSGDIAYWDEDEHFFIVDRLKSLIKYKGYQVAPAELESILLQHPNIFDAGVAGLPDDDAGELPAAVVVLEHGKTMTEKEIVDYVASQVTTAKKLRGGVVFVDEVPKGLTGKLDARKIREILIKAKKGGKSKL
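Purified P. pyralis luciferase (10nM final) with 10uM D-luciferin and 10uM ATP (Km levels) in 50mM Tris acetate pH 7.5, 10mM Mg acetate, 0.01% Tween-20, 0.05% BSA; qHTS 6-point titration, ~60 µM downward; luminescence read.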
Tb PFK block = qHTS Assay to Find Inhibitors of T. brucei phosphofructokinase. actives 0.17% (n = 330,000). Potency, µM (top dose mostly 57.5 µM), for the others: at the highest dose activity, negative = inhibition, hits mostly inhibitors. T. brucei PFK, ADP-Glo luminescence;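 further: potency means the concentration at half of the fitted maximal effect; 0% = uninhibited 1x PFK enzyme wells and -100% = no-enzyme wells; nearly all actives have a fitted effect of over 60% in size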
Target sequence (O15648 whole entry, looked up): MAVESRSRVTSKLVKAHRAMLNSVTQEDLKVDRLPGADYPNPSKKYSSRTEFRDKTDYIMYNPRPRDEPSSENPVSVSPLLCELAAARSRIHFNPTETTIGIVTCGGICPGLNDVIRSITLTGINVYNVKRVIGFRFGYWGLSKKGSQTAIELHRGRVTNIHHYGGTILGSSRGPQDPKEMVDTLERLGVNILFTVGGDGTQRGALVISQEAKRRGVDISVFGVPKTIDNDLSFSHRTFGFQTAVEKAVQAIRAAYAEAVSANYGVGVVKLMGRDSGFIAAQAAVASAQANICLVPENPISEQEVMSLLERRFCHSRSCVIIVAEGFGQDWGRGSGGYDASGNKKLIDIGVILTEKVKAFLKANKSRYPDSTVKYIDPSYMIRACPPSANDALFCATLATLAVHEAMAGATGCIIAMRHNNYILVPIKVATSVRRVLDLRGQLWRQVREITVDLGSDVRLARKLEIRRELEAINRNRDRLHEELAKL
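1.25 nM PFK with 0.5 mM F6P and 0.1 mM ATP in 0.1 M TEA pH 8.0, 5 mM MgCl2, incubated 45 min at room temperature; ADP measured by ADP-Glo luminescence; compounds titrated up to 57 uM.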
Giardia kill = Small Molecules that selectively kill Giardia lamblia: qHTS. AID 540267, 2011. actives 0.15% (n = 340,000). activity change, % at 7.66 µM, hits read low. Giardia lamblia trophozoite viability; in the data active means activity change below about -80%; inconclusive means between about -30% and that limit;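 further: parasites exposed to compound for two days anaerobically before the ATP read; on the % scale 0 is the no-effect control and ±100 the full control effect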
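Trophozoites 100 cells/well + cpd; 48 hrs, 37 deg C, anaerobic. ATPLite 1-Step added, 15-30 min RT, luminescence read (ATP-based viability).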
Rab9 promoter act = qHTS Assay for Rab9 Promoter Activators; Huh7 Rab9 promoter-luciferase reporter, luminescence, 24 h; Potency, µM (series often up to 9.22 µM), for the others: at the highest dose activation, negative = inhibition, most hits filed as activators; actives 2.8% (n = 320,000); AID 485297, 2010; further: potency means the concentration at half of the fitted maximal effect; % of control where 0% means no effect; nearly all actives have a fitted effect of over 60% in size
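Using Huh7 cells stably transfected with Rab9 promoter–luciferase, compounds were incubated 24 h at 37 °C, 5% CO2; luciferase luminescence was read 10 min after reagent addition.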
KCNH2 3.1 inh = qHTS for Inhibitors of KCHN2 3.1: Mutant qHTS. Potassium voltage-gated channel subfamily H member 2, brain isoform KCNH2 3.1 (human). U2OS KCNH2 3.1, thallium flux FluxOr; stronger effect = lower value. activity change, % (tested at about 1.8 µM). actives 0.95% (n = 340,000). AID 720553, 2013;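 active means maximum activity change below -70%; inconclusive means maximum activity change from -70% to -50%; inactive means maximum activity change above -50%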;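 further: thallium influx rate constant from kinetic fluorescence after stimulation buffer; on the % scale 0 is the no-effect control and ±100 the full control effect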
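Kinetic fluorescence (2 min after stimulation buffer) measures Tl+ influx through KCNH2 3.1 expressed by viral transduction in U2OS cells; the rate constant is normalized against DMSO controls serving as positive and negative references.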
NPC1 promoter act = qHTS Assay for NPC1 Promoter Activators; Huh7 NPC1 promoter luciferase reporter, 24 h; Potency, µM (top dose mostly 9.22 µM), for the others: at the highest dose activation, most hits filed as activators; actives 2.4% (n = 320,000); AID 485313, 2010;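 further: potency means the concentration at half of the fitted maximal effect; % of control where 0% means no effect; nearly all actives have a fitted effect of over 60% in size; reporter is driven by a mutant NPC1 promoter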
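Compounds in DMSO were transferred onto Huh7 NPC1-luciferase reporter cells pre-incubated 2 h; after 24 h at 37 °C, Amplite reagent was dispensed and luminescence recorded 10 min later.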
ELG1 genotoxic = qHTS screen for small molecules that induce genotoxicity in human embryonic kidney (HEK293T) cells expressing luciferase-tagged ELG1; actives 1.3% (n = 330,000); Potency, µM (highest dose often 46 µM), without a hit: at the highest dose activity change, positive = activation, most hits filed as activators; HEK293T ELG1-luciferase reporter, luminescence, 16 h; further: potency means the concentration at half of the fitted maximal effect; % of control where 0% means no effect; nearly all actives have a fitted effect of over 60% in size
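Genotoxicity was scored as increased ELG1-luciferase reporter signal, measured by ONE-Glo luminescence (30 min, room temperature). Compound or vehicle exposure of the HEK293T reporter cells lasted 16 hr at 37°C.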
Gal4-VP16 FLuc = VP16 counterscreen qHTS for inhibitors of ROR gamma transcriptional activity; Drosophila S2 Gal4-VP16 UAS-luciferase, luminescence, 20 h; Potency, µM (titrated, usually from 53.6 µM), without a hit: at the highest dose activity, negative = inhibition, actives largely listed as inhibitors; actives 3.5% (n = 310,000); AID 2546, 2010;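 further: Gal4-VP16 expression switched on by copper sulfate through the metallothionein promoter; potency means the concentration at half of the fitted maximal effect; on the % scale 0 is the no-effect control and ±100 the full control effect; nearly all actives have a fitted effect of over 50% in size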
RORg inh = qHTS for inhibitors of ROR gamma transcriptional activity | Nuclear receptor ROR-gamma (Mus musculus), P51450 | AID 2551, 2010 | actives 5.4% (n = 310,000) | Drosophila S2 Gal4-RORgamma UAS-luciferase reporter, 20 h | Potency, µM (doses to about 53.6 µM), for the others: at the top dose activity change, negative = inhibition, usual class: inhibitors; further: potency means the concentration at half of the fitted maximal effect; on the % scale 0 is the no-effect control and ±100 the full control effect; nearly all actives have a fitted effect of over 60% in size
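Drosophila Schneider cells stably carrying a metallothionein-driven Gal4 DBD–ROR gamma fusion and a UAS-Photinus luciferase reporter were exposed to compound for 1 hr, then induced with copper sulfate (700 uM final) for 20 hr at ambient temperature before luminescence reading.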
uPA surface inh = qHTS for Inhibitors of Cell Surface uPA Generation; cell surface uPA generation assay, qHTS; Potency, µM (series often up to 38.3 µM), for inactives: at the top dose activity change, negative = inhibition, actives largely listed as inhibitors; actives 0.31% (n = 330,000); active means well fitted inhibition curve with a large enough effect; inconclusive means small, poorly fitted or top-dose-only effect; inactive means no such curve, though single readings can be large or run the other way; tested in mouse RAW 264.7 cells; further: potency means the concentration at half of the fitted maximal effect; on the % scale 0 is the no-effect control and ±100 the full control effect; nearly all actives have a fitted effect of over 55% in size
An asterisk follows results filed as active; ? = inconclusive; nt = no result given; & = joins results of further samples; [ ] = dose if it differs, or a comment. Unless noted, the call rests on the fitted dose curve; in most records, active means well fitted curve in the direction sought with a large enough effect; inconclusive means small, poorly fitted or top-dose-only effect, or another doubt; inactive means no such curve, though single readings can be large; an effect the other way counts as inactive or inconclusive. The order is random; overall some 14% were active at least once.

SMILES	Coupling enz	FLuc modulator	Tb PFK block	Giardia kill	Rab9 promoter act	KCNH2 3.1 inh	NPC1 promoter act	ELG1 genotoxic	Gal4-VP16 FLuc	RORg inh	uPA surface inh
COC(=O)CC1Oc2ccccc2N(Cc2ccccc2)C1=O (stereo not given)	0	-1%	-1%	-23	-2%	4	0%	-1%	-10%	2%	-22%
CCOC(=O)N1CCN(CC(=O)Nc2ccc(OC)cc2)CC1	-4	12%	nt	23	nt	-2	nt	nt	-19%	-2%	1%
C1CCc2c(nnc3c2-c2nonc2CC3)C1	1	3%	1%	-10	-2%	3	1%	0%	3%	-25%	6%
COC(=O)c1ccc(Nc2nc(-c3ccncc3)nc3ccccc23)cc1	2	4%	1%	-20	-3%[1.84 µM]	-7	-1%	-1%	-4%	15%	12%
O=C(Nc1ccc(Cl)c(Cl)c1)OCCNC(=O)c1cccc(Cl)c1	-1	-14%	0%	-17	7%	-9	-2%	-7%	-17%	-5%	0%
Cc1cc(=S)nc(-c2ccccn2)[nH]1	0	-3%	-16%	?	-1%	-2	0%	3%	?	0.79µM*	-5%
CCOc1ccc(/C=C2/SC(=S)N(CCC(=O)Nc3ccc(C(=O)O)cc3)C2=O)cc1	3	1.2µM*	13%	?	0%	-9	1%	?	4%	?	7%
O=C(C1CCCN(S(=O)(=O)c2ccccc2[N+](=O)[O-])C1)N1CCCC1 (stereo not given)	0	6%	-1%	-2	2%	8	-2%	2%	-2%	-5%	2%
CN(Cc1ccccc1)C(=S)NC(=O)C1CCCCC1	5	3%	1%	2	10%	18	4%	3%	15%	-3%	13%
CCCOc1ccc(C(=O)NCc2cccnc2)cc1	5	-12%	1%	9	10%	-15	-2%	1%	5%	15%	-12%
CCCCNc1c(-c2cccc(SC3CCCCC3)c2)nc2ccc(Cl)cn12	nt	-16%	-1%	0	1%	-20	-2%	-14%	nt	nt	-9%
Cc1ccc(-n2nc(C)c(/C=N/NC(=O)c3cccnc3)c2Cl)cc1	-1	?	0%	-9	-1%	11	-3%	-2%	?	?	6%
CC(C)c1ccc(C(C)NC(=O)C2CCCC2)cc1 (stereo not given)	1	3%	4%	30	0%	12	-6%	1%	-2%	28%	-26%
CCCCn1c(SCC(=O)c2ccc3c(c2)OCCO3)nnc1-c1ccco1	1	0%	-1%	-13	0%	-5	-2%	1%	nt	10%[0.365 µM]	1%
CNC(=O)CSc1nnc(-c2ccco2)n1-c1ccc(C)cc1	-1	4%	-4%	1	-7%	16	-2%	1%	-12%	-33%	-1%
C[C@H](NS(=O)(=O)c1ccc2c(c1)OCCCO2)C(=O)N1CCN(Cc2ccccc2)CC1	nt	8%	-4%	-9	-3%	23	-4%	0%	nt	nt	1%
COc1ccc(N(CC(=O)NCCSc2ccccn2)S(C)(=O)=O)cc1	4	6%	-1%	-7	-4%	2	0%	4%	1%	-1%	-1%
CCOc1ccc(NC2=C(OC)C(=O)c3ccccc3C2=O)cc1	-29	17µM*	-1%	-5	3%	3	15%	0%	-25%	-3%	0%
Cc1ccccc1OCC(=O)N1CCc2ccccc2C1	1	?	-6%	-4	16%	6	23%	4%	5%	1%	-8%
CCCCNC(=O)CSc1nccn1Cc1ccccc1	0	-3%	3%	-17	8%	1	-1%	7%	5%	1%	0%
C/C(=N\Nc1nc(N)cc(Cl)n1)c1cccc(N)c1	-7	?	-1%	0	2%	4	21%	0%	-8%	23%	1%
Cc1ccc(NC2c3ncccc3C(=O)N2Cc2ccco2)c(C)c1 (stereo not given)	0	6%	?	37[activator]	0%	-7	-3%	7%	1%	21%	1%
Cc1ccc(Nc2nc(-c3sc(NC(=O)c4ccco4)nc3C)cs2)cc1	-4	17µM*	-2%	2	3%	nt	7%	-2%	-1%	?	-28%
Cc1cccc2sc(NNC(=O)c3ccc4c(c3)OCCO4)nc12	0	?	-6%	-18	6%	11	5%	-2%	13µM*	7.9µM*	-17%
O=C(O)c1cncc(C#CCC2CCCCC2)c1	-2	?	0%	-3	2.8µM*	1	?	1%	-2%	-23%	3%
CCC/C(O)=C1\C(=O)CC(C)(C)CC1=Nc1ccc(OC)cc1	4	7%	-2%	-1	0%	11	-6%	-6%	-9%	6%[1.91 µM]	-10%
Cc1ccc(SCc2ccc(C(=O)Nc3ccccc3Br)cc2)cc1	-1	-1%	0%	15	-1%	-10	3%	4%	0%	1%	2%
COc1ccc(OCC(=O)NNC(=O)C(=O)Nc2cc(OC)ccc2OC)cc1	nt	-7%	0%	-6	0%	-3	1%	-1%	4%	-32%	-8%
COC(=O)c1c(-c2snnc2C)n[nH]c1C	0	0%	-6%	-12	-10%	-13	-5%	3%	4%	2%	-12%
CC(C)NCC(O)COc1ccc(COCCOC(C)C)cc1 (stereo not given)	2	nt	nt	-26	-4%[46.1 µM]	-23	-7%[46.1 µM]	nt	2%&-3%	20%&0%	12%
Cc1cc(NCc2ccco2)nc(N2CCC(C(=O)NC3CCCCC3)CC2)n1	-1	-2%	6%	8	-5%	-48	0%	0%	3%	25%	-1%
CC(C)CC(NC(=O)OC(C)(C)C)c1cn([C@@H](Cc2cc3ccccc3[nH]2)C(=O)N2CCN(C(=O)OC(C)(C)C)CC2)nn1 (stereo not given in full)	-2	-1%	1%	11	0%	1	0%	-8%	-3%	21%	?
CC1(C)CC(c2nc(-c3ccc(Cl)cc3)cs2)CCS1 (stereo not given)	0	?	-5%	-13	0%	-7	3%	0%	13%	32%	4%
COc1ccc(NC(=O)NCCCN2CCCCC2C)cc1 (stereo not given)	0	-2%	-1%	5	-5%	-22	3%	-1%	6%	-11%	-2%
CN(Cc1ccccc1)C(=O)COC(=O)c1cc(NS(=O)(=O)c2cccs2)ccc1O	-1	-20%	0%	15	-3%	-20	-11%	-11%	-20%	30%	-14%
CC1CCc2cc(F)ccc2N1C(=O)CCl (stereo not given)	0	-2%	-3%	5	-38%[inhibitor]	1	-44%[inhibitor]	-2%	6%	?	-12%
O=[N+]([O-])c1ccc(N2CCOCC2)cc1O	1	-2%	3%	4	1%	-20	-2%	0%	13%	14%	-7%
O=C(Nc1ccc2c(c1)OCO2)C1CCCCC1	2	?	2%	7	19%	1	?	?	nt	nt	-34%
CCc1ccc(N2C(=O)CN(Cc3ccc(OC)c(OC)c3)C2=S)cc1	-1	-11%	-1%	-20	0%	7	-1%	-5%	8%	17%	0%
Cc1ccccc1OCC(=O)NN1C(=O)C2C3C=CC(O3)C2C1=O (stereo not given)	1	0%	17%	2	9%	-1	-1%	5%	1%	-15%	-8%
COc1ccccc1OCCn1cc(/C=N/NC(N)=S)c2ccccc21	-1	-6%	-9%	4	-7%	0	1%	-9%	2µM*	0.5µM*	?
Cc1ccc2nc(Cl)c(/C=N/n3c(C)nnc3C)cc2c1	-1	?	-10%	7	-3%	4	-2%	?	8%	-15%	1%
Cn1cc(SCC(=O)Nc2ccc3c(c2)OCO3)c2ccccc21	-7	?	-9%	-5	-1%	-26	5%	4%	4%	36%	-9%
O=C(Nc1nc(-c2ccccn2)cs1)c1ccc([N+](=O)[O-])o1	-3	?	-21%	?	-31%[inhibitor]	2	1%	6%	?	?	-9%
Cc1ccc2c(c1)N(CC(=O)Nc1ccccc1F)C(=O)CO2	0	0%	-2%	-3	2%	-1	-5%	5%	-11%	-16%	-19%
O=C(N/N=C\c1ccc(S(=O)(=O)O)o1)c1ccc2c(c1)OCO2	2	?	2%	-14	-4%	15	2%	-2%	-5%	-18%	?
Nc1cc(N)nc(SCC(=O)c2ccc3c(c2)NC(=O)CO3)n1	0	-7%	-9%	32[activator]	-1%	-10	-6%	3%	-10%	4%	0%
CC(C)n1nnnc1SCC(=O)NCc1ccc2c(c1)OCO2	nt	0%	0%	5	-4%	2	2%	1%	-8%	0%	1%
C/C(=N\NC(=O)COc1ccc(C(C)(C)C)cc1)c1ccccc1	-3	11µM*	-1%	4	-1%	-29	-3%	2%	4%	1%	-1%
